FXIIa inh 1536: inhibitors of human coagulation factor XIIa; inhibition, % at 5 µM; actives 0.3% (n = 220,000); P00748; purified FXIIa, Boc-QGR-AMC fluorogenic substrate, 2 h; AID 800; in the data active = inhibition above about 40%;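 note: 0% = enzyme with no compound and 100% = blank without enzyme; many of its hits are not listed in these tables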
Hck-Nef inh: human Hck-Nef kinase inhibition | P08631 | Recombinant Hck-YEEI plus Nef, Z-Lyte FRET kinase assay | inhibition, % at 20 µM | actives 0.68% (n = 220,000) | AID 463187;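 active = Hck-Nef kinase inhibition above about 50%, limit read from the data; inactive = inhibition below that limit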;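 note: 0% = DMSO with Hck plus Nef and 100% = Hck alone without Nef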
KLK5 inh: blocks human kallikrein 5 protease activity | Q9Y337 | recombinant hK5, fluorogenic AMC substrate cleavage | inhibition, % at 5 µM | actives 0.59% (n = 210,000);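 active = inhibition of 40% or more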;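 note: 0% = enzyme controls without compound and 100% = no-enzyme blanks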
Target sequence (Q9Y337 67-293 limits assumed): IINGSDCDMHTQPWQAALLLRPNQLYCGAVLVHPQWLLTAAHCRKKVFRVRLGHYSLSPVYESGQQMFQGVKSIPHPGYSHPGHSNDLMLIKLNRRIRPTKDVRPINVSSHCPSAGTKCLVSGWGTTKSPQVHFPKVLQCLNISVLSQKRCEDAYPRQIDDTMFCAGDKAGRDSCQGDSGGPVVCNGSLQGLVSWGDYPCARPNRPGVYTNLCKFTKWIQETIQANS
Runt-SMMHC FRET: inhibitors of human RUNX1 Runt domain binding to CBFb-SMMHC; Cerulean-Runt/Venus-CBFb-SMMHC FRET ratio 530/480, 1 h; actives 0.74% (n = 220,000); inhibition, % at 20 µM;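 active = mean inhibition across duplicate retests at 20 µM reaching about 50%, limit read from the data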;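 note: 0% = DMSO wells and 100% = wells with excess untagged CBFb-SMMHC; inhibitors lower the FRET ratio by blocking Runt binding to CBFb-SMMHC; some results filed as inactive read as strong as hits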
Runt-CBFb FRET: inhibitors of human RUNX1 Runt domain binding to CBFb; Q01196+Q13951; Cerulean-Runt/Venus-CBFb FRET ratio 530/480, 1 h; inhibition, % at 20 µM; actives 0.46% (n = 220,000); AID 1496;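 active = inhibition over about 50% at 20 µM in the single-dose screen, limit read from the data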;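 note: 0% = DMSO wells and 100% = excess unlabeled CBFb competitor control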
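Schedule: protein complex preformed 1 h, compound exposure 1 h, room temperature, dark; test system: Cerulean-labeled Runt domain protein; amount: 100 nM per protein; buffer or medium: Tris 50 mM pH 7.5, KCl, K2SO4, 0.01% BSA; read-out: loss of energy transfer signal; detection: FRET fluorescence; controls: 5 µM unlabeled CBFb as full-inhibition high control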
14-3-3 Bad PPI: disrupts binding of bovine 14-3-3 zeta to phospho-Bad peptide | TR-FRET 14-3-3zeta/Dy647-pBad peptide displacement, 1 h | inhibition, % at 21.7 µM | actives 0.71% (n = 220,000) | AID 781;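 active = inhibition above about 70%, limit read from the data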;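 note: 0% = full 14-3-3 plus peptide FRET controls and 100% = background without 14-3-3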
Target sequence (P63103 whole entry, looked up): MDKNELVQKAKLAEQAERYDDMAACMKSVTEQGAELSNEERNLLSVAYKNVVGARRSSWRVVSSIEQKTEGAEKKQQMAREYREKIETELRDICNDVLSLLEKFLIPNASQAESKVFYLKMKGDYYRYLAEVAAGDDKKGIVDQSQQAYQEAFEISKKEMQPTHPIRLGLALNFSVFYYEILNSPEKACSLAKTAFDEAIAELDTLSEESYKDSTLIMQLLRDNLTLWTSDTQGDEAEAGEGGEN
Wee1 stabilizer: human Wee1 degradation inhibition, primary screen; P30291; HeLa Luc-Wee1K328M stability, luciferase luminescence; 100% = proteasome inhibitor MG132 effect; reporter increase, % at 5 µM; actives 1.2% (n = 220,000);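 active = activation above the mean of all tested compounds plus 3 SD, set per screening run, cut at about 8.8% in these data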;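 note: cells exposed to compound for 20 h before luminescence read; 0% = DMSO alone and 100% = MG132 at 30 µM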
Thrombin inh: inhibitors of human thrombin; actives 0.26% (n = 220,000); inhibition, % at 5 µM; alpha-thrombin, Boc-VPR-AMC fluorogenic substrate cleavage;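 active = inhibition at or above 40%; inactive = inhibition below 40%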;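 note: 0% = enzyme with no compound and 100% = wells without enzyme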
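Material: Human alpha-thrombin protein | Buffer or medium: pH 7.5 Tris-saline with Tween 20 | Reagent: Boc-VPR-AMC substrate, 15 µM final | Schedule: Reaction at ambient temperature | Detection: AMC fluorescence at 355 nm excitation and 460 nm emission | Evaluation: Percent inhibition scaled between no-compound controls and no-enzyme blanks | Controls: no-compound enzyme wells and no-enzyme blanks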
FXIa inh 1536: factor XIa (human) inhibition | inhibition, % at 5 µM | AID 798 | actives 0.14% (n = 220,000) | purified FXIa, Boc-Glu-Ala-Arg-AMC fluorogenic substrate;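 active = inhibition of at least 40%; inactive = inhibition below 40%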;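 note: fluorescence of freed AMC excited at 355 nm; 0% = enzyme without compound and 100% = no enzyme blank; many of its hits are not listed in these tables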
Target sequence (P03951 19-387 limits assumed): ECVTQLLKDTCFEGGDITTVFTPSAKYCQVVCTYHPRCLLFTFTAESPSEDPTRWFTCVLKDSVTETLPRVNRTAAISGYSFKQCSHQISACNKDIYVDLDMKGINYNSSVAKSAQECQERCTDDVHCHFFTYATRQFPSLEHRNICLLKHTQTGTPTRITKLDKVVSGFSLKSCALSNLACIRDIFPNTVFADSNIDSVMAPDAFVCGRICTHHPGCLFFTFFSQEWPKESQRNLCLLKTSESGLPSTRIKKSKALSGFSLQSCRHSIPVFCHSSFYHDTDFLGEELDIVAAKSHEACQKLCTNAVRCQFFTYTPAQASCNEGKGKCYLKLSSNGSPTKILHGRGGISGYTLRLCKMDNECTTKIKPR
Target sequence (P03951 388-625 limits assumed): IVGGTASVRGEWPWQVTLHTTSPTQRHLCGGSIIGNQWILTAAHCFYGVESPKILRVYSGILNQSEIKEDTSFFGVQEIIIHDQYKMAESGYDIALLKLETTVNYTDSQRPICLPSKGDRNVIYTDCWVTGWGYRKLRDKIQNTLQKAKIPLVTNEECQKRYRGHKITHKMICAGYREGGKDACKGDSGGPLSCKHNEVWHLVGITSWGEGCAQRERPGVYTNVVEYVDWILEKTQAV
Starred values were filed as active, the others as inactive; x = not tested or not shown; [ ] = remark or other dose. An unsorted share of the library. About 4.2% of those tested had a hit in this group.

SMILES	FXIIa inh 1536	Hck-Nef inh	KLK5 inh	Runt-SMMHC FRET	Runt-CBFb FRET	14-3-3 Bad PPI	Wee1 stabilizer	Thrombin inh	FXIa inh 1536
COc1ccc(CC2(CO)CCN(Cc3cnn(C)c3)CC2)cc1	12	15	6	1	1	4	3	-5	4
CCN(CC)c1nc2ccccc2c(N)c1-c1ccccc1	20	1	-11	1	-2	48	1	0	8
C=CCn1c(NC(=O)CC)c(C(=O)OCC)sc1=S	1	4	-6	-4	2	-5	-1	-5	-3
CS(=O)(=O)N1Cc2ccccc2CC1C(=O)Nc1ccccc1C(N)=O (stereo not drawn)	5	8	-6	2	2	-10[fluorescence artefact?]	-3	2	-2
CCOC(=O)C(Cc1ccc(NC(=O)/C(=C/c2ccc(OC(C)=O)cc2)NC(C)=O)cc1)N1C(=O)c2ccccc2C1=O (stereo not drawn)	15	2	-11	-7	x	35	-2	-2	5
O=C(NCCc1ccccc1)c1ccccc1F	3	19	3	0	1	-2	0	-3	-4
O=C1CS/C(=N\N=C\c2ccco2)N1c1ccccc1	1	21	-4	-6	11	4	-4	-9	-2
CCN(CC)CC(O)COC(c1ccccc1)c1ccccc1 (stereo not drawn)	1	8	-7	0	2	-4	-2	-7	-5
CN(C(=O)CSc1nnc(-c2ccco2)n1N)C1CCCCC1	9	0	4	-1	2	-7	-2	0	-1
Cc1nc2sc3c(c2c(=O)o1)CCCC3	-1	0	-3	4	9	x	0	3	1
O=C(COC(=O)c1ccc2c(=O)n3c(nc2c1)CCC3)Nc1ccccc1F	8	0	-24	1	1	4	-1	-4	7
CCOC(=O)c1c(C)c(-c2ccccc2)n(CC(=O)NCCCN(CC)CC)c1C	-3	13	-3	1	0	-9	-4	-4	2
O=C1C2CCCN2C(c2cccc(F)c2)N1c1cccc(Cl)c1 (stereo not drawn)	15	3	-6	3	4	3	-3	-4	2
O=C(CSc1nc(O)c(Cc2ccccc2)c(=O)[nH]1)N1CCOCC1	8	6	1	1	1	-4	1	0	0
Cc1ccc(SCCNS(C)(=O)=O)cc1	15	1	-14	-2	0	-5	1	-14	4
O=C1CC(c2ccccc2Cl)c2c(sc3c(=O)[nH]c(CCl)nc23)N1 (stereo not drawn)	13	14	-1	0	1	1	-1	-1	-3
Cn1cnc(S(=O)(=O)N2CCc3ccccc32)c1	13	1	-14	-1	4	-1	-3	2	-5
CCOC(=O)CSc1ccc2ccccc2n1	-1	17	-7	3	1	-2	-1	-2	-6
CCOC(=O)c1ccc(-c2cccc(C(F)(F)F)c2)nc1C	20	0	-6	0	-1	6	-1	3	2
COc1cc(/C=C/C(=O)N2CCCC2)cc(OC)c1OC	7	-2	-1	4	0	-1	-2	-4	-5
COc1ccc(C(=O)NC2=C(C#N)CCC2)cc1OC	15	4	-10	0	-1	3	0	-12	1
O=C(c1ccco1)N(CC1CCCO1)c1nc(-c2ccccc2)cs1 (stereo not drawn)	-4	0	0	0	-2	1	-1	-5	-6
O=C1OCc2ccc(NS(=O)(=O)c3ccc(C(F)(F)F)cc3)cc21	8	15	0	-1	2	6	8	1	2
CC(=Nc1cccc(O)c1)c1sc2ccccc2c1O	5	0	-16	15	8	-19[fluorescence artefact?]	0	-5	6
Cc1cc(C)cc(Nc2ncc3c(n2)CCCC3=O)c1	10	2	2	0	-1	-4	4	0	-2
CSc1nsc(SCC(=O)Nc2nc3ccccc3s2)n1	3	1	-24	4	-2	12[fluorescence artefact?]	-3	-4	-1
O=C(O)CC1(CC(=O)Nc2cccc(C(F)(F)F)c2)CCCC1	4	5	5	-4	2	3	5	1	6
COc1ccccc1C(=O)N/N=C(\C)CC(=O)Nc1ccc(Cl)cn1	1	5	-2	0	0	-6	1	-7	1
CC(=O)Oc1ccc(NC(=O)Cc2ccccc2)c(C(=O)O)c1	3	1	-5	-5	2	-2	-2	-5	-4
COc1cc(NC(=S)N2CCCC(CO)C2)cc(OC)c1 (stereo not drawn)	1	11	-7	-1	4	-3	-1	-5	-3
CCOC(=O)c1cc(C)n(Cc2ccc(OCC)c(OC)c2)c1C	2	0	-21	-3	0	1	0	-6	5
CC(C)OC(=O)NCCOC(=O)Nc1ccc(Cl)c(Cl)c1	12	-8	-10	-7	1	-9	-2	-5	4
Nc1nc(SCC(=O)Nc2cc(C(F)(F)F)ccc2N2CCOCC2)n[nH]1	6	11	-5	-2	0	-11	-1	-22	-10
Cc1ccc(NC(=O)CC2S/C(=N/N=C3\CCCc4ccccc43)NC2=O)cc1 (stereo not drawn)	8	2	-2	-5	-6	-5[fluorescence artefact?]	5	-1	3
CCN(CC)C(=O)C(C)OC(=O)COc1ccc(Cl)cc1C (stereo not drawn)	22	0	-3	-2	-1	-6[fluorescence artefact?]	0	-11	-11
CCOC(=O)c1ccc(N2C(=O)C3C(C2=O)C(C(=O)c2ccc(Cl)cc2)N2CCCC32)cc1 (stereo not drawn)	16	-1	0	-14	-4	31	2	0	0
CCCCCC(O)(CCN1CCCCC1)c1ccc(OCC)cc1 (stereo not drawn)	3	6	-12	-7	x	-8	5	4	-3
Cc1c(C(=O)NCCSCc2c(F)cccc2Cl)cnn1-c1ccc(Cl)cc1	2	4	-4	-1	2	-15	0	-6	-4
CC(C)CCNC(=O)C(NS(=O)(=O)c1ccc2c(c1)c(=O)n(C)c(=O)n2C)c1ccccc1 (stereo not drawn)	17	2	-9	-3	0	3	-3	2	8
Cc1[nH]c(=O)[nH]c(=O)c1S(=O)(=O)N1CCN(c2cccc(Cl)c2)CC1	14	0	-26	-2	1	4	3	1	4

Some of these compounds in order of their number in FXIa inh 1536, high to low.
SMILES	FXIIa inh 1536	Hck-Nef inh	KLK5 inh	Runt-SMMHC FRET	Runt-CBFb FRET	14-3-3 Bad PPI	Wee1 stabilizer	Thrombin inh	FXIa inh 1536
O=C(O)CC1(CC(=O)Nc2cccc(C(F)(F)F)c2)CCCC1	4	5	5	-4	2	3	5	1	6
Cc1ccc(NC(=O)CC2S/C(=N/N=C3\CCCc4ccccc43)NC2=O)cc1 (stereo not drawn)	8	2	-2	-5	-6	-5[fluorescence artefact?]	5	-1	3
Cc1cc(C)cc(Nc2ncc3c(n2)CCCC3=O)c1	10	2	2	0	-1	-4	4	0	-2

Continued:
SMILES	FXIIa inh 1536	Hck-Nef inh	KLK5 inh	Runt-SMMHC FRET	Runt-CBFb FRET	14-3-3 Bad PPI	Wee1 stabilizer	Thrombin inh	FXIa inh 1536
CCC(Sc1nc2ccc(N)cc2s1)C(=O)Nc1nccs1 (stereo not drawn)	26	0	9	-9	1	-11	0	3	10
CCCC(=O)Nc1ccc(C(=O)Nc2nc(CC(=O)OCC)cs2)cc1	11	-21	4	2	3	1[fluorescence artefact?]	2	3	-3
C/C(=N/NC(=O)Cc1cccc2ccccc12)c1cccs1	2	2	0	1	1	-6	-1	-1	-6
CCOc1ccc(C)cc1S(=O)(=O)Nc1ccc(Cl)cn1	6	-1	-4	3	-2	0	-3	-7	-1
N#Cc1c(C(F)(F)F)cc(-c2cccc(Cl)c2)[nH]c1=O	-2	22	-500	47	13	14	-3	-15	-7
CC(=O)c1ccccc1OCCCN1CCCCC1	-3	0	-25	3	1	44[fluorescence artefact?]	1	-8	-4
O=c1c2c(n3nnnc3n1Cc1ccccc1)-c1ccccc1CC21CCCC1	0	0	-7	-2	1	-1	0	-2	-3
O=C(NNc1ccc(Cl)cc1)c1sccc1Cl	6	10	-6	-1	4	-5	0	1	-5
CCn1c(=O)c2c(nc3n2CCS3)n(C)c1=O	11	-1	-21	3	-1	-3	0	2	8
CN(C)Cc1c(O)ccc2occ(C(=O)c3ccccc3)c12	21	4	4	2	0	0	0	1	-2
O=C1NC(c2ccccc2)=C(c2ccccc2)C1=O	8	2	-5	1	-1	0	0	1	5
CCCOc1ncnc2c1[nH]c1ccccc12	-9	1	-17	2	0	-4	2	-11	-16
COc1cc([C@H]2[C@@H]3CCCC[C@]3(O)CCN2Cc2ccccc2F)ccc1O	12	2	-11	-4	0	-12	-3	-8	3
CC(C)(C)C(=O)Nc1nc2c(s1)COc1ccccc1-2	23	14	0	0	0	14	-2	-1	5
COc1ccc(N2CCN(C(=O)CCCSc3nc4ccccc4[nH]3)CC2)cc1	15	-15	4	0	1	2	-1	1	1
COC(=O)C(C)Sc1nnc(Cc2cc(=O)[nH]c(=O)[nH]2)n1-c1cccc(OC)c1 (stereo not drawn)	15	0	-4	-1	-1	7	-1	-1	3
COc1cc(C(=O)Nc2sc(C)c(C)c2C(=O)O)cc(OC)c1OC	7	19	0	-6	0	-2	-4	-6	-5
CN(C)/C=N/c1sc2c(c1C#N)CCC2	4	1	2	-5	-3	-9	2	-4	-1
Cc1ccc(S(=O)(=O)Oc2ccc(/C=N/NC(=O)c3c(Cl)cnn3C)cc2)cc1	19	2	-2	-11	-1	-3	2	3	12
CCOc1ccc(C(=O)Nc2ccc(S(=O)(=O)N3CCOCC3)cc2)cc1OCC	19	-5	15	-10	-2	-2	5	15	13
Oc1ccccc1C=NCC(O)c1ccccc1 (stereo not drawn)	-3	6	-14	-3	-2	-15	-3	-9	2
N/C(=N\OC(=O)CCc1ccccc1)c1cccc(Br)c1	17	2	-6	-1	-1	2	3	0	-3
O=C(NCCO)C(F)(F)C(F)(F)C(F)(F)OC(F)(C(=O)NCCO)C(F)(F)F (stereo not drawn)	12	0	2	-1	3	3	12*	4	2
Fc1ccccc1Cc1noc(CN(Cc2ccccn2)CC2CCCO2)n1 (stereo not drawn)	4	4	x	-1	0	-7	2	-3	-2
O=C(Nc1cccc(S(=O)(=O)N2CCOCC2)c1)c1cnccn1	3	-11	-2	-3	0	-8	0	-4	-1
Cc1nn(C)cc1CNC(=O)C1C2CCC(O2)C1C(=O)O (stereo not drawn)	16	3	9	4	-3	4	-2	0	5
O=C(NCc1ccccc1)N1CCn2c(nc3ccccc32)C1	19	0	-2	-10	1	2	3	1	6
O=C1C=CC(=O)N1c1ccc(Sc2ccc([N+](=O)[O-])cc2)cc1	10	50*	-4	41	26	23	16*	0	7
CCCC(=O)Nc1cc(=O)n(C)c(=O)n1C	3	0	1	-1	1	12	0	-1	0
Cc1cc(/C=C(\C#N)C(=O)NC2CC2)c(C)[nH]1	11	6	-5	0	5	1[fluorescence artefact?]	5	-6	-3
COc1ccc(-c2nnn(CC(=O)N3CCN(c4ccccc4OC)CC3)n2)cc1OC	21	-3	33	2	3	8	-1	8	5
C=CCc1cc(/C=C2/NC(=O)N(CC)C2=O)cc(OCC)c1OCc1ccc(C(=O)O)cc1	20	4	2	-2	-3	18[fluorescence artefact?]	6	-4	10
Cc1ccc(NCN2C(=O)C(=O)c3ccccc32)nc1	-2	0	28	4	1	3	-1	-1	2
COc1cc(C2CC(=O)c3cnc(NC(C)=O)nc3C2)cc(OC)c1OC (stereo not drawn)	6	12	-1	0	-2	-9[fluorescence artefact?]	0	-3	2
COc1cccc(N=c2oc3ccccc3cc2-c2nc3ccccc3[nH]2)c1	20	39	-2	-10	-10	55[fluorescence artefact?]	4	-8	4

High-throughput results: PubChem, several laboratories
